Screening data from PubChem BioAssay.
PPC-1+TRAIL kill: compounds killing PPC-1 cancer cells with TRAIL present, primary screen, TRAIL potentiator project, ATPLite luminescence, uHTS. PPC-1 cells + TRAIL, ATPLite viability luminescence. cell killing (% activity), % at 4 µM. 220,000 compounds, 0.41% hits;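 active = cell killing above 50% in the first pass at 4 µM, then a duplicate retest at 5 µM averaging 50% or more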;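 note: plate controls were cells with TRAIL plus DMSO for no effect and medium-only wells lacking cells for full effect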
TbHK1 inh: Trypanosoma brucei hexokinase 1 inhibitors, primary screen, biochemical, G6PDH-coupled NADH absorbance, MLSCN library | hexokinase 1 [Trypanosoma brucei] | recombinant TbHK1, G6PDH-coupled NADH A340 | inhibition, % at 10 µM | 220,000 compounds, 0.11% hits;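 active = inhibition of 50% or more in the single-dose primary screen; inactive = inhibition below 50%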
TNF death inh: inhibitors of TNF-alpha triggered necroptosis, primary screen, cell-based, Jurkat FADD-/-, single concentration; 220,000 compounds, 0.068% hits; activation (protection from cell death), % at 10 µM; Jurkat FADD-/- TNF necroptosis rescue, ATP luminescence, 24 h; 0 = TNF only, 100 = no-TNF cells;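 active = activation, meaning protection from cell death, of at least 50% relative to plate controls; inactive = activation below 50%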;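 note: necroptosis triggered by 40 ng/mL TNF-alpha added together with compound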
FXIa inh: human FXIa protease inhibitors, primary screen, biochemical, 1536-well; purified FXIa, Boc-Glu-Ala-Arg-AMC fluorogenic substrate; Coagulation factor XI (Homo sapiens), P03951; 220,000 compounds, 0.14% hits; AID 798, 2007; inhibition, % at 5 µM;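 active = inhibition of at least 40%; inactive = inhibition below 40%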;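 note: fluorescence of freed AMC excited at 355 nm; 0% = enzyme without compound and 100% = no enzyme blank; many of its hits are not listed in these tables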
FXIIa inh 1536: human FXIIa protease inhibitors, primary screen, biochemical, 1536-well | Coagulation factor XII (Homo sapiens), P00748 | purified FXIIa, Boc-QGR-AMC fluorogenic substrate, 2 h | inhibition, % at 5 µM | 220,000 compounds, 0.3% hits | AID 800, 2007; in the data active = inhibition above about 40%;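 note: 0% = enzyme with no compound and 100% = blank without enzyme; many of its hits are not listed in these tables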
Target sequence (P00748 20-372 limits assumed): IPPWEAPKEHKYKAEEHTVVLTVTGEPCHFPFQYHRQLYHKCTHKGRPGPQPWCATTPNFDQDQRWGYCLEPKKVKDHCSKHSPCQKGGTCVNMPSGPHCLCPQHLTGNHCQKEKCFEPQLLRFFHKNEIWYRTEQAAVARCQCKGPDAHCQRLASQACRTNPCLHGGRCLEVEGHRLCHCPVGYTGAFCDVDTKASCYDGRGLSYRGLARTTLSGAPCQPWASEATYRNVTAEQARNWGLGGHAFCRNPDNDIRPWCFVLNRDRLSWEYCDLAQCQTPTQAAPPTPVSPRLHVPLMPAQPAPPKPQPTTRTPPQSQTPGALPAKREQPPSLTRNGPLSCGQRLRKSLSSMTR
Target sequence (P00748 373-615 limits assumed): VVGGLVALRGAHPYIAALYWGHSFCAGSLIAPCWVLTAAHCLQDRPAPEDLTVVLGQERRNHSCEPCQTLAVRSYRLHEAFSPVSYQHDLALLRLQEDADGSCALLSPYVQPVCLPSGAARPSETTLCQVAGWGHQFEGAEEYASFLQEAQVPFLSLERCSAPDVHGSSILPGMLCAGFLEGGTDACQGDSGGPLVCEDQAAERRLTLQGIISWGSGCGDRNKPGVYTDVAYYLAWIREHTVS
zVAD death inh: inhibitors of zVAD-triggered necroptosis, primary screen, L929 cells; 220,000 compounds, 0.38% hits; AID 1377, 2008; viability rescue, % at 10 µM; L929 zVAD necroptosis rescue, ATP luminescence, 24 h; with zVAD 60 µM;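 active = activation, scaled between plate controls, above about 75%, limit read from the data; inactive = activation under that limit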;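 note: 0% = zVAD with DMSO and 100% = DMSO alone without zVAD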
EP2 antag: human EP2 receptor antagonists, primary screen, TR-FRET cAMP, C6 glioma cells | 260,000 compounds, 0.52% hits | C6 glioma cells expressing human EP2; cells stimulated with saturating PGE2 | AID 1422, 2008 | inhibition, % at 25 µM;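 active = percent inhibition above 40 after rounding to a whole number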;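 note: rat C6 glioma host cells with rolipram phosphodiesterase inhibitor present; the protocol text gives 20 µM as final concentration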
Target sequence (P43116 whole entry, looked up): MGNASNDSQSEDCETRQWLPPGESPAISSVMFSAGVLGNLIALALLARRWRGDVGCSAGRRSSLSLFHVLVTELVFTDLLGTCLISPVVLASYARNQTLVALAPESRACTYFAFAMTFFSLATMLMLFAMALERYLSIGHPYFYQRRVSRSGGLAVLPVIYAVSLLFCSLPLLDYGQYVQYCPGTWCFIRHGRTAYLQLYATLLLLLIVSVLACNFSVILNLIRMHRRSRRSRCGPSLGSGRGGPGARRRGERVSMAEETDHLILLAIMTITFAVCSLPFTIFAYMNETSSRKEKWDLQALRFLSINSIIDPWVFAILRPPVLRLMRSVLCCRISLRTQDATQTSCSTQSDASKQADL
CHOP inhibitor: inhibitors of CHOP promoter induction, primary screen, cell-based, unfolded protein response, luciferase reporter; CHO-K1 CHOP-promoter luciferase, tunicamycin-induced, 15-18 h; inhibition, % at 10 µM; AID 2732, 2010; 220,000 compounds, 3.8% hits;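 active = compounds that reduced the stress-induced luciferase reporter signal by more than about 70% of percent inhibition, limit read from the data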;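 note: 0% = tunicamycin plus vehicle and 100% = wells without tunicamycin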
Wee1 degr inh: Wee1 degradation inhibitors, primary screen, cell-based, HeLa, Wee1K328M-luciferase, luminescence; Wee1-like protein kinase (Homo sapiens), P30291; HeLa Luc-Wee1K328M stability; 100% = proteasome inhibitor MG132 effect; reporter increase, % at 5 µM; 220,000 compounds, 1.2% hits;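 active = activation above the mean of all tested compounds plus 3 SD, set per screening run, cut at about 8.8% in these data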;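 note: cells exposed to compound for 20 h before luminescence read; 0% = DMSO alone and 100% = MG132 at 30 µM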
Numbers without * were called inactive; · = no result given.

SMILES | PPC-1+TRAIL kill | TbHK1 inh | TNF death inh | FXIa inh | FXIIa inh 1536 | zVAD death inh | EP2 antag | CHOP inhibitor | Wee1 degr inh
Cc1ccccc1NC(=O)CSc1nc(N)c(C#N)cc1C#N | 4.5 | -40.0 | 0.5 | 13.1 | 14.7 | -0.2 | 8.6 | 13.5 | 6.3
Cc1ccc(NC(=O)Nc2ncccc2C)cc1 | 19.8 | -4.9 | -1.3 | 1.6 | 13.3 | 32.1 | 4.4 | 4.2 | -0.4
CC(C)c1ccccc1NC(=O)c1cnccn1 | 18.2 | -0.9 | -0.9 | 4.3 | 13.8 | -0.3 | 8.1 | -17.6 | -1.9
Cc1ccc(S(=O)(=O)N(CC(=O)Nc2ccccc2-c2ccccc2)c2ccc(C)cc2C)cc1 | 30.5 | 2.4 | 2.1 | -6.7 | 5.6 | 0.7 | 1.8 | -2.9 | 3.3
CCCc1nc2c(=O)n(C)c(=O)[nH]c2n1CCC | 18.6 | -4.6 | 1.2 | -4.7 | 8.2 | -0.3 | 7.8 | 20.9 | 0.7
C/C(=N\NC(=O)CSCc1ccc([N+](=O)[O-])cc1)c1ccccc1O | 31.8 | 2.8 | 1.5 | 3.0 | 13.6 | -0.6 | 5.6 | 26.1 | 3.5
Cc1ccc(NC(=O)c2cc(-c3ccco3)on2)cc1C | 8.1 | 0.8 | -0.6 | 6.4 | 19.1 | 0.6 | 8.8 | -30.6 | -0.4
CC(C)CNC(=O)COC(=O)CCC(=O)c1cccs1 | 15.1 | 1.4 | 1.2 | -0.4 | 3.5 | 1.0 | 3.9 | -0.4 | 1.5
O=C(Nc1cccs1)Nc1ccc(Br)cc1F | 21.3 | 33.2 | 1.1 | 3.6 | 15.7 | 1.9 | 4.3 | 46.7 | 13.8*
Cc1ccc(NCc2nnc(SCC(=O)Nc3ncc(C)s3)n2CC2CCCO2)c(C)c1 (stereo not given) | 3.0 | -3.1 | 0.5 | 0.6 | 13.4 | -0.4 | 11.7 | 11.2 | -4.0
Cc1ccc(Cl)cc1Nc1nc(-c2sc(NC(=O)C(C)(C)C)nc2C)cs1 | 2.7 | -10.2 | -2.8 | 3.6 | 17.9 | 1.4 | 6.6 | 19.3 | 0.3
O=C(Nc1ccc2nc3n(c(=O)c2c1)CCCC3)c1cccc([N+](=O)[O-])c1 | 13.5 | -3.0 | 2.1 | -0.2 | 8.6 | 2.2 | 6.7 | -5.8 | 0.8
CCCCC#Cc1ccc2c(c1)COc1c3ccccc3nn1-2 | 12.2 | -10.2 | 4.0 | 1.6 | 6.5 | 0.8 | 12.5 | -0.3 | ·
CCC(C)NS(=O)(=O)c1ccc(F)c(C(=O)Nc2c(F)cc(F)cc2Br)c1 (stereo not given) | 1.6 | -6.3 | 1.2 | -0.9 | 3.0 | -1.5 | 5.8 | 22.9 | -2.8
C#CC1CN(Cc2ccccc2)CC(C#C)N1C (stereo not given) | -0.4 | -6.5 | -0.4 | 4.1 | 24.0 | 1.4 | 9.8 | 13.9 | -2.1
COc1ccc(OCC(=O)Nc2ccc(NC(=O)c3ccco3)cc2)cc1 | 15.8 | -2.2 | -4.4 | 1.0 | 4.4 | -0.3 | 10.6 | -21.0 | 2.5
COc1ccccc1N1CCN(Cc2nnnn2CCc2ccccc2)CC1 | 2.8 | -0.5 | -1.7 | 0.7 | 0.5 | -0.1 | 18.4 | -13.2 | 2.7
O=C(OCC(=O)c1ccccc1Cl)c1cnccn1 | 7.4 | -1.0 | -0.4 | 8.6 | 16.6 | -0.4 | 6.8 | -11.6 | 12.2*
CCOC1=NN(c2ccc(Cl)cc2)C(=O)/C1=C\N(C)C | 0.1 | -2.0 | 0.7 | -1.9 | 7.5 | 17.4 | 7.4 | 21.4 | 1.2
CC(C)CCc1noc(CN(C)CC2CCN(Cc3ccccc3)CC2)n1 | 5.4 | -6.8 | -1.0 | 5.0 | 11.5 | -1.0 | 1.3 | -10.1 | -1.9
Cc1cc2c(cc1C)CSC(c1ccccc1OC(=O)C(C)(C)C)SC2 | 3.8 | -1.5 | 3.7 | -0.7 | 20.9 | -1.0 | 12.7 | -19.5 | 2.1
N#CCC(=N)N1CCN(c2ccc(F)cc2)CC1 | 16.4 | 3.2 | 0.5 | -9.8 | 5.4 | -1.4 | 3.8 | 21.6 | -3.2
COC(=O)CCCC1=CC2=C(c3ccccc3)C(=O)C(C)(OC(=O)C3CCCC3)C(=O)C2=CN1C1CCCC1 (stereo not given) | 7.4 | -19.0 | 0.9 | 0.7 | 5.9 | -0.5 | 12.8 | -1.6 | ·
COc1ccccc1C(=O)NNC1CC(=O)N(c2ccc3c(c2)OCCO3)C1=O (stereo not given) | 0.7 | -1.7 | 2.6 | -10.3 | 1.8 | -0.5 | 3.2 | -2.8 | 0.4
Cc1sc2nc(SCC(=O)NCc3ccco3)n(CCc3ccccc3)c(=O)c2c1C | 19.0 | -4.9 | -1.5 | 1.2 | 8.4 | -0.2 | 3.0 | 95.1* | -0.1
CCCN(CCC)c1ccc(/C=C/c2ccc3cc(OCC)ccc3n2)cc1 | 15.4 | 4.0 | 0.2 | 7.6 | 9.3 | 0.2 | 12.1 | -40.3 | 1.2
Cc1ccc(-c2cc(-c3ccco3)c(C#N)c(=O)[nH]2)cc1 | -3.9 | -7.8 | -0.1 | -3.0 | -3.1 | 0.8 | 3.6 | -1.2 | 3.9
O=C(NC1CCCCC1)C1CCN(c2nnnn2-c2ccccc2)CC1 | 20.6 | 4.4 | -0.9 | 27.1 | 20.8 | -0.5 | 4.1 | 17.9 | 0.9
CCOC(=O)c1c(C)[nH]c(C(=O)OC/C(O)=C(\C#N)c2nc3ccccc3[nH]2)c1C | 9.2 | -6.9 | 0.8 | 3.9 | 11.0 | -0.4 | 13.4 | 100.1* | 0.0
O=[N+]([O-])c1cccc(/C=N\N=C2c3ccccc3-c3ccccc32)c1O | 15.4 | 30.5 | -0.6 | 22.1 | 27.8 | 3.0 | 7.9 | 47.6 | -3.6
N/C(=N\c1nc(CSc2ccc(Cl)cc2)cc(=O)[nH]1)Nc1cccc2ccccc12 | 37.3 | -19.7 | -1.4 | -0.8 | 8.8 | -0.2 | · | -1.5 | -1.3
O=C(Nc1cccc(C(F)(F)F)c1)c1cc2c(s1)-c1ccccc1OC2 | 3.3 | -8.6 | 6.2 | -4.1 | -7.9 | · | 2.5 | 49.9 | -1.3
Cc1cc(Nc2ccc3c(c2)OCCO3)c2cccc(C)c2n1 | 21.1 | -44.1 | 1.2 | -5.7 | 4.6 | 1.5 | 21.2 | -30.5 | 7.5
O=C(NCCCNCc1ccccc1)c1ccncc1 | 7.4 | -1.3 | -2.9 | 1.8 | 11.9 | -0.1 | 6.5 | -1.2 | -3.8
COCCNC(=O)c1c[nH]c2ccc(S(=O)(=O)N3CCC4(CC3)OCCO4)cc2c1=O | 23.4 | -7.5 | -0.9 | -14.0 | 7.7 | -0.2 | 16.6 | -10.2 | 0.8
O=C1C(=O)N(CCO)C(c2cccc(F)c2)/C1=C(\O)c1ccc(Cl)cc1 (stereo not given) | 14.8 | -42.2 | 0.1 | 6.5 | 14.6 | -0.4 | · | 19.6 | 1.3
Cc1cc(=O)[nH]c2c(C)c(N)ccc12 | -15.4 | -18.8 | -2.8 | -0.7 | 3.8 | 0.3 | 1.8 | -11.8 | 1.2
Cc1cc(C(=O)NC2CC2)c2ccccc2n1 | 8.8 | 8.1 | 0.0 | -3.3 | 6.3 | 0.5 | 1.7 | 15.8 | -0.2
CCOC(=O)c1nnn(-c2ccccc2)c1C | 8.2 | -4.1 | -1.9 | -4.0 | 7.9 | 0.3 | 15.6 | 13.6 | 1.6
O=C(CCc1nnc(-c2ccccc2)o1)NCC1CCN(C2CCCC2)CC1 | 6.2 | -11.2 | -0.1 | 0.1 | 10.5 | -0.4 | 2.5 | 0.7 | 2.5
COC(=O)c1cccc(NC(=O)CSc2nc(C)cc(=O)[nH]2)c1 | -3.3 | 0.1 | -1.2 | -6.0 | -13.8 | 0.0 | 1.2 | 20.9 | -2.3
CC1(C)C(=O)C2(CCCCC2)C(=O)OC1C(=O)c1ccccc1 (stereo not given) | 7.2 | 5.6 | 2.3 | 7.3 | 11.5 | 1.6 | 10.9 | -13.2 | -1.1
CCNC(=S)NNC(=O)c1ccncc1 | 8.8 | -17.0 | 1.0 | -6.8 | -0.7 | 3.0 | 4.1 | -9.8 | -2.6
O=c1[nH]n(CCO)c(=O)c2cccnc12 | 20.4 | -18.3 | 1.8 | -0.3 | 5.2 | 0.4 | 9.6 | 17.0 | -2.7
CCN(CC)S(=O)(=O)c1ccc(NC2c3ccccc3C(=O)N2CCN2CCOCC2)cc1 (stereo not given) | 14.8 | -0.2 | 0.3 | -6.5 | 5.7 | -0.3 | 9.6 | -5.5 | 3.5

Three compounds out of the list above, ordered by their value in FXIIa inh 1536, ascending.
SMILES | FXIIa inh 1536
COC(=O)c1cccc(NC(=O)CSc2nc(C)cc(=O)[nH]2)c1 | -13.8
O=C(CCc1nnc(-c2ccccc2)o1)NCC1CCN(C2CCCC2)CC1 | 10.5
C/C(=N\NC(=O)CSCc1ccc([N+](=O)[O-])cc1)c1ccccc1O | 13.6

Further structures.
SMILES | PPC-1+TRAIL kill | TbHK1 inh | TNF death inh | FXIa inh | FXIIa inh 1536 | zVAD death inh | EP2 antag | CHOP inhibitor | Wee1 degr inh
CN(c1ccc(C(=O)NCCc2ccccc2)cc1)S(C)(=O)=O | 9.7 | -4.6 | 1.9 | 0.0 | -1.0 | 0.2 | 2.9 | 24.0 | 5.9
CN(C)n1cccc1/C=C(\C#N)S(=O)(=O)c1cccc(Cl)c1 | -7.5 | -5.5 | 7.3 | 3.3 | 6.8 | 1.1 | 11.1 | 3.4 | 1.0
COc1ccccc1N1CCN(C(=O)CSc2nnc(NC(=O)c3ccco3)s2)CC1 | 22.9 | -24.7 | 0.6 | -1.4 | -9.2 | 0.9 | 8.1 | -9.5 | -0.9
Cn1cc(S(=O)(=O)NCCc2ccccc2)c(=O)n(C)c1=O | 9.4 | -1.8 | 1.5 | 0.8 | 11.4 | -0.4 | 3.2 | 2.0 | -0.2
O=C(NCc1cccnc1)c1cc2nc(-c3ccc4c(c3)OCO4)cc(C(F)(F)F)n2n1 | 4.4 | -16.3 | -1.6 | -7.8 | 0.8 | 17.1 | 6.1 | -18.1 | 5.5
CC(C)n1c(O)c(N=NC(=O)CNC(=O)CCc2ccccc2)c2ccccc21 | 12.9 | -24.7 | -1.3 | -1.5 | 4.5 | -0.4 | 7.2 | 7.8 | -0.4
CC(=O)N1CCC2(CC1)CC(=O)c1cc(OCC(=O)NCc3ccco3)ccc1O2 | -2.1 | -6.3 | -2.0 | -4.9 | -0.4 | 0.0 | 6.2 | 11.1 | -2.9

Single values from the list.
`CC(C)n1c(O)c(N=NC(=O)CNC(=O)CCc2ccccc2)c2ccccc21` @ TbHK1 inh = -24.7
`CN(c1ccc(C(=O)NCCc2ccccc2)cc1)S(C)(=O)=O` @ FXIIa inh 1536 = -1.0
`O=C(NCc1cccnc1)c1cc2nc(-c3ccc4c(c3)OCO4)cc(C(F)(F)F)n2n1` @ CHOP inhibitor = -18.1

The list is partial. The share of hits here may be higher or lower than overall.
